N370S GC: inhibitors or activators of N370S glucocerebrosidase for Gaucher disease; P04062; N370S GC spleen homogenate, 4MU-glucoside fluorescence; Potency, µM (top dose mostly 59.4 µM), without a hit: top-dose activity change, negative = inhibition, actives largely listed as inhibitors; actives 0.092% (n = 330,000);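 also: 0% = full enzyme activity and -100% = no enzyme basal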
FEN1 inh: inhibitors of human flap endonuclease 1. Recombinant FEN1 flap cleavage, fluorescence, 15 min. Potency, µM (series often up to 114 µM), for the others: at the top dose activity change, negative = inhibition, actives largely listed as inhibitors. actives 0.35% (n = 390,000). AID 588795; also: nearly all actives have a fitted effect of over 65% in size
Target sequence (P39748 whole entry, looked up): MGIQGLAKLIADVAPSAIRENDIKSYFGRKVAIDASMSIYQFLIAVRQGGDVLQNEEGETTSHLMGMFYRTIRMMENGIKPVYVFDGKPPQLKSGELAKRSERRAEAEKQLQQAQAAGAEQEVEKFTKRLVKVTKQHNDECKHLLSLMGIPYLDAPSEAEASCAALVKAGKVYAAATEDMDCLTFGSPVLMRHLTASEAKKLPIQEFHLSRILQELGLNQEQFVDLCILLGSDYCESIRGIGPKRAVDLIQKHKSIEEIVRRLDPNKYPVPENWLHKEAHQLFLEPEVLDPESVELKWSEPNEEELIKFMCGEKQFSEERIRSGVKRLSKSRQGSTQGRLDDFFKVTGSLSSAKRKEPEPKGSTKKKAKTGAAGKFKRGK
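FEN1 at 10 nM preincubated with compounds 15 min at room temperature, then flap DNA substrate added at 50 nM final. Signal read at 0 and 15 min; concentration-response fitted with four-parameter Hill equation.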
KAT2A inh: inhibitors of human GCN5L2 histone acetyltransferase; Q92830; GCN5L2 HAT assay, ThioGlo1 CoA-SH fluorescence; Potency, µM (titrated, usually from 58.9 µM), inactives show top-dose activity change, negative = inhibition, hits mostly inhibitors; actives 0.21% (n = 390,000); AID 504327
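GCN5L2 (20nM final) in 50mM HEPES, 0.1mM EDTA pH 7.5, 0.01% Tween-20 was preincubated 15 min at room temperature with compound, then given ThioGlo1 (50uM), H3(1-25) peptide (75uM) and acetyl-CoA (70uM); CoA-thiol fluorescence (Ex340/Em540) was read at 0 and 20 min.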
Numbers without * were called inactive; ? = inconclusive; · = not tested or not shown; & = joins results of further samples. Calls follow the shape of the dose curve; as a rule, active = well fitted curve in the direction sought with a large enough effect; inconclusive = small, poorly fitted or top-dose-only effect, or another doubt; inactive = no such curve, though single readings can be large; an effect the other way counts as inactive or inconclusive. Unless noted, % is scaled to controls: 0 for no effect and ±100 for the full control effect; potency is read from the fitted curve at half-maximal effect.

KAT2A inh	FEN1 inh	N370S GC	Compound
?	4%	1%	COc1ccc(-c2cc(=O)oc3cc(OCC(=O)N4C[C@H]5C[C@@H](C4)c4cccc(=O)n4C5)ccc23)cc1
-5%	-4%	15%	Cc1cc(C)cc(-n2cnc3cc(C(=O)O)ccc32)c1
-5%	6%	22%	Cc1oc2cc3oc(=O)c(CCC(=O)NCCC(=O)O)c(C)c3cc2c1C
?	1%	-16%	Nc1nc(SCc2ccccc2)n[nH]1
1%	-7%	-2%	CCCCOC(=O)c1ccc(NC(=O)c2cc(Cl)c(Cl)cc2C(=O)O)cc1
2%	-4%	2%	Cn1c(NCc2ccco2)nc2c1c(=O)n(Cc1ccc(Br)cc1)c(=O)n2C
-19%	-4%	-7%	COc1ccc(-c2cc3nc(C)c(CCC(=O)NCc4ccc(F)cc4)c(C)n3n2)c(OC)c1
-11%	1%	-8%	CCS(=O)(=O)Nc1ccc(C2=NN(C(=S)Nc3ccccc3)C(c3ccco3)C2)cc1 (stereo not drawn)
-7%	19%	14%	O=C(NCC1CCCO1)c1ccc(OC2CCN(C(=O)C3CC3)CC2)cc1 (stereo not drawn)
-16%	0%	·	O=C(CN1CCN(c2ccc(F)cc2)CC1)Nc1ccccc1C(=O)NCCc1ccccc1
4%&-5%	14%&18%	-11%	COc1ccc(C(=O)N2CCN(CCc3ccccn3)CC2)cc1
-5%	-5%	5%	CC(C)(C)n1nnnc1C(c1cccnc1)N1CCN(C(=O)c2ccco2)CC1 (stereo not drawn)
-6%	11%	-2%	O=S(=O)(/C=C/c1ccccc1)N1CCN(c2ccc(F)cc2)CC1
-6%	4%	-9%	COC(=O)c1cccc(NC(=S)N2CCN(C)CC2)c1
-4%	8%	1%	CC(=O)c1cccc(NC(=O)c2csc3c2CCCCC3)c1
-2%	7%	-17%	CN1CCN(c2ccc(NC(=S)NC(=O)c3cccc4ccccc34)cc2)CC1
-3%	-3%	·	Cc1ccc(NC(=O)CCN2C(=O)c3ccccc3Sc3ncccc32)c(Cl)c1
-4%	-2%	0%	Cc1cccc(NC(=O)COc2coc(CN3CCc4ccccc4C3)cc2=O)c1
3%	-3%	·	O=C(CN1CCSC1=O)N1CCN(S(=O)(=O)c2ccc(Cl)cc2)CC1
0%	1%	-2%	N#Cc1ccccc1NC(=O)CSc1cn[nH]n1
-2%	?	·	O=C(Nc1ccc(F)cc1)[C@H](CSCc1ccccc1)N1Cc2ccccc2C1=O
-6%	-8%	19%	CC1CCCCC1NC(=O)CCn1ccc2cc(S(=O)(=O)N3CCCC3)ccc21 (stereo not drawn)
7%	-4%	0%	COc1ccc(C(=O)Cn2c(NCCCO)nc3ccccc32)cc1OC
-1%	-13%	2%	Cc1ccccc1C(=O)NCCCNC(=O)c1cnccn1
-2%	6%	0%	CC(NC(=O)CCC(=O)N1CCCCCC1)c1ccccc1 (stereo not drawn)
-2%	14%	0%	COc1ccc(NC(=O)Cn2c(=O)n(-c3ccc(CC(=O)NCc4ccco4)cc3)c(=O)c3ccccc32)cc1
-8%	-1%	2%	CCCN(CCC)S(=O)(=O)c1ccc(C(=O)N2CCC(=O)c3ccccc32)cc1
-2%	-18%	-4%	O=C(O)CC(NC(=O)/C(=C/c1ccccc1)NC(=O)c1ccccc1)c1ccccc1 (stereo not drawn)
-28%	-3%	-10%	NC(=O)C1CCCN(C(=O)c2ccc(Cl)c(S(=O)(=O)N3CCc4ccccc43)c2)C1 (stereo not drawn)
-4%	-1%	-8%	CC(C)N(CCO)C(=O)C(c1ccccc1)c1ccccc1
-1%	3%	-5%	Cc1ccc(S(=O)(=O)N(C)C)cc1NC(=O)COC(=O)Cc1ccsc1
1%	-2%	13%	CSc1nnc(-c2ccc(Cl)cc2Cl)o1
-2%	-18%	1%	CC1=Nc2ccccc2/C1=C\c1sc(Nc2ccc(C)cc2)nc1O
0%	-6%	·	O=C(CSc1nnc(-c2ccccc2F)n1C1CC1)NCc1ccco1
0%	16%	·	O=C(CSc1ccc2ccccc2n1)NCCCN1CCCC1=O
2%	5%	·	O=C(Nc1cccc(Cl)c1)N1CCC(CN2CCOCC2)CC1
0%	-6%	-18%	Cn1cccc1CC(=O)N/N=C/c1ccc(Cl)cc1
-6%	-2%	0%	CCCCOCCCNC(=O)CN1C(=O)c2ccccc2C1=O
-3%	-3%	1%	Cc1ccc(-c2nc3ccccc3c(=O)n2N)cc1
3%	0%	0%	CC(C)(C)CN1C(N)=NC[C@@H]1Cc1ccc(O)cc1
-8%	18%	3%	COc1ccc(N2C(=NC(=O)C3CCCCC3)SC3CS(=O)(=O)CC32)cc1OC (stereo not drawn)
-4%	-1%	-1%	O=C(NCc1cccnc1)c1cn(-c2ccccc2)nc1-c1ccccc1
-13%	-18%	8%	Cc1cc(NC(=O)c2ccc([N+](=O)[O-])o2)ccc1NC(=O)c1ccco1
-11%	-3%	-2%	CCOC(=O)c1ccc(NC(=O)Cc2coc3cc4c(cc23)CCC4)cc1
-15%	-16%	-5%	CCOC(=O)C1(S(=O)(=O)c2ccc(Cl)cc2)CCN(Cc2ccc(C)cc2)CC1
-10%	1%	10%	CCC1CCCCN1C(=O)CSc1nnc(-c2cccc(Cl)c2)o1 (stereo not drawn)
0%	6%	-8%	Cc1cc(C)cc(OCCn2nnc3ccccc32)c1
2%	-6%	1%	O=C(COc1ccccc1)N(Cc1ccco1)c1ccc(O)cc1
-1%	0%	·	Cc1ccc(S(=O)(=O)N[C@H](C(=O)OCC(=O)NC(=O)C2CCCCC2)C(C)C)cc1
-2%	-3%	3%	COc1ccc(C2=NN(S(C)(=O)=O)C(c3cccs3)C2)cc1OC (stereo not drawn)
-9%	-3%	4%	CC1(C)Cc2ccccc2C(/C(=N\Nc2cccc(Cl)c2)C(N)=O)=N1
-18%	1%	5%	O=C(Nc1c(C(=O)N2CCOCC2)cnn1-c1ccccc1)c1ccc([N+](=O)[O-])cc1
1%	1%	-10%	COc1cc(NC(=O)CCc2nnc3ccc(N4CCCCC4)nn23)cc(OC)c1OC
3%	-11%	-20%	CN(CC(=O)Nc1ccccc1Cl)C(=O)COC(=O)C1CC1
0%	6%	-8%	COc1cccc(C2C(C(=O)c3cccs3)=C(O)C(=O)N2CCN(C)C)c1OC (stereo not drawn)
-26%	-9%&-11%	-2%	O=C1CCN(Cc2ccccc2)CCN1[C@H](CSc1ccccc1)Cc1ccccc1
5%	4%	11%	NC1=NC2(CCCCC2)N=C(Nc2ccc(Br)cc2)N1
-4%	-2%	7%	c1coc(CNc2nc3ccccc3n2CCN2CCOCC2)c1
6%	5%	-9%	CC1CC(C)CN(CC(=O)c2c[nH]c3ccccc23)C1 (stereo not drawn)
-26%	8%	6%	O=S(=O)(Nc1ccc2c3c(cccc13)CC2)c1ccc(F)cc1

Later entries.
KAT2A inh	FEN1 inh	N370S GC	Compound
-2%	9%	·	Cc1ccccc1C(=O)N1CCC(C(=O)N2CCN(Cc3ccc4c(c3)OCO4)CC2)CC1
-14%	7%	-20%	Cc1ccc(NC(=O)CCc2c(C)nn(-c3ccc(N4CCCCC4)nn3)c2C)cc1C
-11%	-1%	·	Cc1ccc(CNS(=O)(=O)c2cc3c(cc2Cl)NC(=O)CO3)o1
-6%	0%	-11%	COc1ccc2[nH]c(-c3ccccc3)cc2c1
-2%	-11%	·	O=C(NCCCc1nc2ccccc2n1Cc1ccc(Cl)cc1Cl)c1ccco1
-4%	2%	-22%	CC(=O)Nc1ccc(NC(=O)CSCc2cnn(-c3ccccc3)c2-n2cccc2)cc1
-7%	-13%	-22%	CCCCn1c(N)c(N(CCOC)C(=O)COC(=O)COc2cc(C)c(Cl)cc2C(C)C)c(=O)[nH]c1=O
-8%	13%	1%	COc1ccc(CCNC(=S)N(C)C)cc1OC
-9%	12%	-4%	COc1cccc(C(=O)O/N=C(\N)c2ccccn2)c1OC
-10%	-10%	·	CCOc1ccc(CCNC(=O)c2csc3c2CCCCC3)cc1
-4%	-6%	·	CCCc1ccc(OC(=O)CSc2nnc(-c3cccs3)o2)cc1
-22%	?	-11%	CC1=Nc2ccccc2/C1=C/c1sc(=S)n(-c2cccc(C(=O)O)c2)c1O
-15%	13%	-5%	N#Cc1cccc(C(=O)OCC(=O)NCc2ccco2)c1
-1%	-1%	2%	CC(C)(C)Nc1c(-c2cccs2)nc2ccccn12
-2%	-1%	1%	O=C(CN1C(=O)c2ccccc2C1=O)NCCc1c[nH]c2ccccc12
-4%	6%	·	CCc1ccc(-c2nc3c(c(SCc4ccccc4F)n2)Cc2c(CO)cnc(C)c2O3)cc1
-11%	14%	-2%	CN(C(=O)c1cccc(NC(=O)c2ccccc2)c1)C1CCCCC1
-4%	-2%	-12%	c1cnc(Oc2ccc(-c3nnco3)cc2)cn1
2%	0%	5%	CCOC(=O)CNC(=O)CSc1nnnn1-c1cc(C)ccc1C
3%	2%	·	COc1ccc(-c2oc(=O)c3cc(OC)c(OC)cc3c2C(F)(F)F)cc1
2%	2%	-21%	CCOc1ccccc1/C=C(\NC(=O)c1ccccc1)C(=O)NCCC(=O)O
1%	-11%	-5%	COc1cccc(C2c3c(oc4ccc(F)cc4c3=O)C(=O)N2CCCN2CCOCC2)c1 (stereo not drawn)
0%	5%	·	CCn1c(=O)cc(SCC(=O)NCc2ccc(F)cc2Cl)c2ccccc21
-3%	-4%	-13%	COc1cccc(/C=N/n2c(COc3ccccc3)n[nH]c2=S)c1O
2%	-8%	·	CCN(CC(=O)NCc1cccs1)C(=O)Cc1ccc(C)c(C)c1
-6%	2%	-6%	CCOc1ccc(C2Oc3nc(SC)nnc3-c3ccccc3N2C(C)=O)cc1OC (stereo not drawn)
-7%	-9%	-6%	Cc1ccc(/C=N/Nc2nc3ccccc3s2)o1
-11%	-21%	12%	CCOC(=O)c1cnn(-c2ccc(Cl)cc2)c1C1CCN(C(=O)OC(C)(C)C)CC1
1%	3%	-10%	C#CC1CCCCC1NC(=O)Nc1cnccc1C(F)(F)F (stereo not drawn)
-10%	10%	5%	O=C(Nc1ccc(SC(F)F)cc1)c1ccc2nccnc2c1

Arranged by count of non-hydrogen atoms (largest number first): part of the list above.
KAT2A inh	FEN1 inh	N370S GC	Compound
-3%	-4%	-13%	COc1cccc(/C=N/n2c(COc3ccccc3)n[nH]c2=S)c1O
2%	-8%	·	CCN(CC(=O)NCc1cccs1)C(=O)Cc1ccc(C)c(C)c1
-10%	10%	5%	O=C(Nc1ccc(SC(F)F)cc1)c1ccc2nccnc2c1

Looked up by structure from above (six):
KAT2A inh	FEN1 inh	N370S GC	Compound
-11%	14%	-2%	CN(C(=O)c1cccc(NC(=O)c2ccccc2)c1)C1CCCCC1
-4%	-2%	-12%	c1cnc(Oc2ccc(-c3nnco3)cc2)cn1
2%	0%	5%	CCOC(=O)CNC(=O)CSc1nnnn1-c1cc(C)ccc1C
0%	5%	·	CCn1c(=O)cc(SCC(=O)NCc2ccc(F)cc2Cl)c2ccccc21
1%	3%	-10%	C#CC1CCCCC1NC(=O)Nc1cnccc1C(F)(F)F (stereo not drawn)
-4%	6%	·	CCc1ccc(-c2nc3c(c(SCc4ccccc4F)n2)Cc2c(CO)cnc(C)c2O3)cc1

Further compounds.
KAT2A inh	FEN1 inh	N370S GC	Compound
-2%	0%	-8%	Cc1cc(NC(=O)CN2C(=O)/C(=C/c3ccccc3F)SC2=S)no1
-12%	-3%	7%	CCC(C)N=CC1=C(O)CC(c2ccccc2)CC1=O (stereo not drawn)
1%	10%	·	Cc1cc(=O)[nH]c2nnc(SCC(=O)Nc3cc(C(F)(F)F)ccc3Cl)n12
-1%	-11%	-7%	O=C(Nc1ncn[nH]1)c1ccc([N+](=O)[O-])cc1[N+](=O)[O-]
-4%	5%	·	CC(NC(=O)c1ccc2c(c1)sc1nc(-c3ccc(F)cc3)cn12)C12CC3CC(CC(C3)C1)C2 (stereo not drawn)
-2%	-3%	-2%	CCOc1ccc(C(CC(=O)O)n2cnnn2)cc1 (stereo not drawn)
16%	8%	13%	CCc1nccn1Cc1cc(C=O)ccc1OC
1%	-7%	-13%	COc1cc(OC)c(C(=O)Nc2ccc(S(=O)(=O)Nc3ncccn3)cc2)cc1OC
-4%	-3%	17%	Cc1ccc2c(C)c(C(=O)N(C)CCC3CCCCO3)oc2c1C (stereo not drawn)

Screens from PubChem BioAssay.
